Screens as filed in PubChem.
RmlC RmlD mix: inhibitors of RmlC and RmlD coupled enzymes; RmlC/RmlD coupled enzyme inhibition, 384-well mixture HTS; inhibition, % at 5.5 µM; 110,000 tested, 0.39% active; AID 1532; in the data active means inhibition above about 30%, passing the limit was not always enough; inconclusive means no clear call, values can overlap the other calls; further: strong numbers were not always called active
RT RNaseH block: blocks HIV-1 RNase H cleavage of RNA/DNA duplex; 65,000 tested, 1.9% active; P04585; inhibition, % at 10 µM; RT-RNase H RNA/DNA duplex cleavage, fluorescence; AID 565; in the data active means inhibition above about 50%
Active calls of the source: *; ? = inconclusive; · = not tested or not shown.

SMILES	RmlC RmlD mix	RT RNaseH block
O=C(Oc1ccc(C(=S)N2CCOCC2)cc1Br)c1cc(Cl)ccc1Cl	2	·
CC(c1ccc(F)cc1)n1c(-c2ccc3ccccc3n2)n[nH]c1=S (configuration not stated)	-16	·
CCn1c2ccccc2c2cc(CN3CCN(C(=O)c4ccco4)CC3)ccc21	-5	1
CCOC(=O)C1=C(CSc2nc3c(cc2C#N)CN(C)CC3)OC(N)=C(C#N)C1c1ccc(Cl)cc1 (configuration not stated)	18	·
CCOC(=O)c1c(C)[nH]c(C)c1C(=O)CSc1ncccn1	-8	·
COC(=O)c1sc(=S)n(-c2ccc(Cl)cc2)c1C	-10	·
CCCC1(C(=O)OCC)NC(c2ccc(N(C)C)cc2)C2C(=O)N(c3ccc4c(c3)OCCO4)C(=O)C21 (configuration not stated)	-1	·
CC(C)NC(C)C(=O)C12CC3CC(CC(C3)C1)C2 (configuration not stated)	2	·
CCC(C)NC(=O)CCCCCn1c(=O)[nH]c2cc(OC)c(OC)cc2c1=O (configuration not stated)	-6	-1
C=C1CCN([C@@H](C)C(=O)NCc2ccc(Cl)cc2)S(=O)(=O)c2ccccc21	0	·
C=CCOC(=O)C1=C(C)NC(=O)NC1c1ccc(Cl)cc1 (configuration not stated)	-4	-27
O=C(CCCn1c(=O)oc2ccccc21)Nc1cccnc1	-6	-3
CCOC(=O)N1CCC2(CC1)CC(=O)c1c(ccc3oc(C(=O)O)c(C)c13)O2	-38	-7
[O-][n+]1onc2c1CCc1nnccc1-2	6	-3
C=CC[C@]12C=C(OC)C(=O)C=C1O[C@@H](c1ccc3c(c1)OCO3)[C@H]2C	-11	·
CCCNS(=O)(=O)c1ccc(Oc2ncc(C(F)(F)F)cc2Cl)cc1	7	·
COC(=O)c1oc2ccc(Br)cc2c1NC(=O)c1ccccc1	?	59*
COC(=O)c1ccccc1NC(=O)CSc1ccccn1	-10	-37
COc1ccc(C(CC(=O)NCc2ccco2)c2ccc(F)cc2)cc1 (configuration not stated)	7	·
CCOC(=O)C1CCCN(c2ccc(NC(=O)c3snc4c(=O)[nH]c(C)nc34)cc2)C1 (configuration not stated)	8	·
O=[N+]([O-])c1ccc(Oc2ccc(F)cc2Br)c2ccncc12	7	·
CC(C)OC(=O)CSc1nc2cccnc2n1-c1ccc(F)cc1	-15	·
CCSc1nnc(NC(=O)C2CC=CCC2C(=O)O)s1 (configuration not stated)	-6	5
O=C(O)C[C@H]1c2ccccc2S(=O)(=O)N1C1CCCC1	-13	·
NC(=O)Cn1c(S(=O)(=O)Cc2ccccc2)nc2ccccc21	-16	-9
Cc1oc(-c2ccccc2)nc1C(=O)OCC(=O)NC(=O)NCC(C)C	-7	0
O=C(c1cccc(S(=O)(=O)NCCOc2ccccc2)c1)N1CCN(c2ncccn2)CC1	10	0
O=C1CC(N2CCC(C(=O)N3CCCCC3)CC2)C(=O)N1 (configuration not stated)	-11	21
COc1ccc(-c2nc(CS(=O)(=O)CC(=O)Nc3ccc(Cl)cc3)c(C)o2)cc1	-13	18
CCOCCCNCc1ccc(OC)cc1	5	·
COc1cccc(/C=N\NC(=O)c2sc(N)nc2C)c1OC	-8	·
CC(C)[C@H](CO)Nc1nc(Nc2ccc(Cl)c(C(=O)O)c2)c2ncn(C(C)C)c2n1	9	·
CCCN(CC1CC1)c1nc(C)nc(Nc2c(Cl)cc(Cl)cc2Cl)c1Cl	7	·
COc1ccc(NC(=O)CN(c2ccc(C)cc2)S(C)(=O)=O)c(OC)c1	7	-4
O=C(CSc1nnc(-c2c[nH]c3ccccc23)o1)c1ccccc1	-5	·
COc1ccc(CNc2nc3nc(-c4ccccc4)cc(=O)n3[nH]2)cc1OC	12	-6
CCS(=O)(=O)Nc1ccc2c(c1)N(C(C)=O)c1ccccc1CC2	0	-2
CCOC(=O)c1sc(NC(=O)CSc2nc(-c3ccco3)cc(C(F)(F)F)n2)c(C#N)c1C	-4	76*
FC(F)(F)c1nnc(-c2ccccc2)nc1Sc1ccccc1	-11	·
COc1ccccc1-n1c(SCC(=O)N2CCCC2)nc2cccnc21	-1	2
Cc1c(Cc2ccccc2)sc(NC(=O)Cc2ccccc2)c1C(N)=O	2	·
Cc1cc(C)nc(SCC(=O)Nc2ccccc2[N+](=O)[O-])n1	-4	·
O=C(O)c1cccc(-n2cnnn2)c1	1	-9
O=C(CSc1nnc(-c2ccco2)n1Cc1ccccc1)c1ccc(F)cc1	6	-71
CCOc1nc(SCCOc2ccc(C)cc2)nc(N(C)C)n1	-16	-9
Cc1nc(SCC(=O)OCc2ccccc2)c2c(=O)n(C)c(=O)n(C)c2n1	-10	-10
CC1(C)CC2CC(C)(CN2C(=O)COC(=O)c2cc(Cl)cc(Cl)c2N)C1 (configuration not stated)	-28	·
CCN(CC)CCCNC(=O)c1nn(-c2ccccc2OC)c(=O)c2ccccc12	-5	-10
CCC(=O)Nc1cc2c(cc1C(=O)CC)OCCO2	-3	·
CC(=O)Nc1nonc1-c1nc2ccccc2n1Cc1nnc(C)o1	-8	4
O=C(C1CCCCC1)N1CCCC(c2nc3c(nnn3Cc3ccccc3)c(=O)[nH]2)C1 (configuration not stated)	3	1
CC1CCCN(c2ncnc3c2cnn3-c2ccc(Cl)cc2)C1 (configuration not stated)	10	0
CC1(C)Cc2c(C#N)c(SCC(=O)c3ccccc3)nc(N3CCCC3)c2CO1	·	7
Cc1ccc(-c2nnc(SCC(=O)NNC(=O)COc3cccc(C)c3)n2C)cc1	6	·
COCCCNC(=O)Cn1nc(-c2ccc(C)cc2)ccc1=O	7	-21
CCOc1ccc(CC(=O)N2CCN(c3ccc(N4CCOCC4)nn3)CC2)cc1OCC	·	-11
COc1cccc(N2CCN(Cc3nc(N)nc(Nc4ccccc4OC)n3)CC2)c1	10	3
CCn1cc(/C=N/NC(=O)c2ccc(C#N)cc2F)c2ccccc21	10	·
COc1cc2c(cc1NC(=O)CN1C(=O)NC3(CCc4ccccc43)C1=O)oc1ccccc12 (configuration not stated)	-39	18
COc1cc(OC)c2ccc(=O)oc2c1C(CCN1CCCC1)c1ccc2c(c1)OCO2 (configuration not stated)	6	·
New compounds follow
SMILES	RmlC RmlD mix	RT RNaseH block
O=C(O)Cn1nc(-c2ccc(F)cc2)oc1=O	5	-2
CCOc1ccc(NS(=O)(=O)c2ccc(NC(=O)C3CCCO3)cc2)cc1 (configuration not stated)	-8	·
CCCOc1ccc(C2NC(=O)NC2=O)cc1 (configuration not stated)	-8	-13
C=CCn1c(O)c(C(C)=Nc2ccc(NC(C)=O)cc2)c(=O)[nH]c1=O	-6	-12
Cc1cccc2cc(CN(Cc3cccnc3)C(=O)c3ccccc3F)c(Cl)nc12	-6	·
CCn1c(SCC(=O)Nc2ccc(NC(=O)c3cccs3)cc2)nnc1-c1cccnc1	7	-5
O=C(CN1C(=O)COc2ccccc21)c1ccc(Cl)cc1	18	1
CC1(c2ccccc2)NCCN2C(=O)CSC21 (configuration not stated)	-8	-2
COc1ccc(C)cc1NC(=O)c1nc2nc(C)cc(C)n2n1	·	-5
CNC(=O)CSc1nnnn1-c1ccc2c(c1)OCCO2	-9	·
O=C(NCc1ccc(Cl)cc1)C(=O)NCC1OCCN1S(=O)(=O)c1cccs1 (configuration not stated)	-15	·
Cc1noc(C)c1C(=O)OCC(=O)c1c[nH]c2ccccc12	-10	-15
COc1cc(OC)cc(C(=O)N2CCC(N3CCN(c4ccccc4)CC3)CC2)c1	-15	-3
CN1CCCC(OC(=O)CCCCC(=O)OC2CCCN(C)C2)C1 (configuration not stated)	-7	-14
O=C(C1CCN(S(=O)(=O)N2CCOCC2)CC1)N1CCOCC1	-6	3
CN(C)C(CN1C(=O)C2CC=CCC2C1=O)c1cn(C)c2ccccc12 (configuration not stated)	4	7
C=CCOc1ccc(CNn2cn[nH]c2=S)cc1OCC	-7	·
O=C(O)CCCC(=O)Nc1nc2n(n1)C(c1ccc(F)cc1)CC(c1ccc(Cl)cc1)N2 (configuration not stated)	6	-3
CC1Cc2ccccc2N1C(=O)CN1C(=O)NC(C)(c2ccc3c(c2)OCCO3)C1=O (configuration not stated)	-16	-4
c1ccc2c(c1)OCC(c1csc3ncnc(N4CCCCC4)c13)O2 (configuration not stated)	3	·

Exported as comma-separated lines: part of the list above
SMILES,RmlC RmlD mix,RT RNaseH block
C=CCOc1ccc(CNn2cn[nH]c2=S)cc1OCC,-7,·
O=C(O)CCCC(=O)Nc1nc2n(n1)C(c1ccc(F)cc1)CC(c1ccc(Cl)cc1)N2 (configuration not stated),6,-3

The listing picks up, repeating the 7 entries before the break.
SMILES	RmlC RmlD mix	RT RNaseH block
CN1CCCC(OC(=O)CCCCC(=O)OC2CCCN(C)C2)C1 (configuration not stated)	-7	-14
O=C(C1CCN(S(=O)(=O)N2CCOCC2)CC1)N1CCOCC1	-6	3
CN(C)C(CN1C(=O)C2CC=CCC2C1=O)c1cn(C)c2ccccc12 (configuration not stated)	4	7
C=CCOc1ccc(CNn2cn[nH]c2=S)cc1OCC	-7	·
O=C(O)CCCC(=O)Nc1nc2n(n1)C(c1ccc(F)cc1)CC(c1ccc(Cl)cc1)N2 (configuration not stated)	6	-3
CC1Cc2ccccc2N1C(=O)CN1C(=O)NC(C)(c2ccc3c(c2)OCCO3)C1=O (configuration not stated)	-16	-4
c1ccc2c(c1)OCC(c1csc3ncnc(N4CCCCC4)c13)O2 (configuration not stated)	3	·
Cc1nc(CNS(=O)(=O)c2ccc3ccccc3c2)cs1	-11	-22
Cc1ccc(C(C(=O)NC2CCCC2)N(C(=O)Cc2cccs2)c2cccc(C)c2C)o1 (configuration not stated)	8	·
CCN(CC)C(=O)CSc1nc2c(sc(=S)n2CC)c(=O)n1-c1ccccc1	8	·
Cc1cc(-c2ccccc2)n(-c2ccc(C(=O)NC(C)C)cc2)n1	-9	·
NC(=O)C1(N2CCCCC2)CCN(S(=O)(=O)c2cc(Cl)ccc2Cl)CC1	5	-5
O=C(Cc1ccccc1)OCCN1CCCCC1	-1	-7
Brc1ccc(-c2nn3c(-c4ccncc4)nnc3s2)o1	·	-10
C#CCOCCOCCOCCNc1nc(N2CCN(C(=O)[C@H](Cc3ccc(O)cc3)n3cc([C@@H](N)C(C)CC)nn3)CC2)nc(N2CCN(C(=O)[C@H](Cc3cc4ccccc4[nH]3)n3cc([C@@H](N)C(C)CC)nn3)CC2)n1 (some centres not stated)	-15	·
COC(=O)CC1Oc2ccc(C)cc2NC1=O (configuration not stated)	5	-11
CCOC(=O)C1C(=O)NC(SCC(=O)OC)=C(C#N)C1c1ccccc1OCC (configuration not stated)	-6	37
Cc1ccc(C(=O)NNC(=O)C2CCCN(c3ncccn3)C2)cc1 (configuration not stated)	-8	·
O=C(O)CSCc1cn2cc(Cl)ccc2n1	-4	·
CCOc1ccccc1NC(=O)CSc1nnc(Cn2c(=O)sc3ccccc32)n1C	5	-25
OC(CCCCN1CCCCC1)c1ccccc1 (configuration not stated)	-9	-4
COc1cc2c(cc1OC)-c1c(OC)c(OC)cc3c1C(C2)N(C)CC3 (configuration not stated)	9	-11
O=C(C1CCCN1S(=O)(=O)c1cccc2cccnc12)N1CCc2ccccc2C1 (configuration not stated)	11	-62
Cn1c(Cn2nnc3ccccc32)nnc1SCC(=O)N1CCc2ccccc21	-9	-18
CCOC(=O)c1c(C)[nH]c(C)c1C(=O)CSc1nnc(-c2ccncc2)n1C	·	2
COc1ccc(C(C)=O)cc1COC(=O)c1cccc(N(C)C)c1	-13	-1
COc1cccc(N2CCN(S(=O)(=O)c3ccc4nc(-c5ccccc5)[nH]c4c3)CC2)c1	8	-4

Given as labelled records: part of the list above.
CCOc1ccccc1NC(=O)CSc1nnc(Cn2c(=O)sc3ccccc32)n1C
- RmlC RmlD mix: 5
- RT RNaseH block: -25
COc1cc2c(cc1OC)-c1c(OC)c(OC)cc3c1C(C2)N(C)CC3 (configuration not stated)
- RmlC RmlD mix: 9
- RT RNaseH block: -11
Cn1c(Cn2nnc3ccccc32)nnc1SCC(=O)N1CCc2ccccc21
- RmlC RmlD mix: -9
- RT RNaseH block: -18
CCN(CC)C(=O)CSc1nc2c(sc(=S)n2CC)c(=O)n1-c1ccccc1
- RmlC RmlD mix: 8
- RT RNaseH block: ·

Additional structures
SMILES	RmlC RmlD mix	RT RNaseH block
COc1cc(S(=O)(=O)n2nc(C)cc2C)c(OC)cc1Cl	-90	·
CCCc1ccc(-c2cc(C(=O)NCCc3ccc(S(N)(=O)=O)cc3)c3ccccc3n2)cc1	-46	·
Cn1cc(SCC(=O)Nc2ccc3c(c2)OCCO3)c2ccccc21	-10	·
COc1cc(OC)cc(-c2nnc(SCC(=O)N3CCCc4ccccc43)o2)c1	-12	-18
C=CCNC1=C(Cl)C(=O)N(c2ccccc2Cl)C1=O	-42	-1
CCC1(C)CC(CC(=O)O)(c2ccccc2OC)CCO1 (configuration not stated)	3	-3
CCc1ccccc1OCC(=O)Nc1ccc(S(N)(=O)=O)cc1	50	-50
CCOc1ccc(-c2nc(CSc3nncs3)cs2)cc1OC	6	-30
Cc1cc(C)cc(OCc2nnc(SCC(=O)c3ccc(Br)cc3)o2)c1	3	-38
CC(C)C(=O)Nc1ccc(N2CCCC2)cc1	3	·
CCOC(=O)c1ccc2c(c1)N(Cc1ccccc1C)C(=O)c1ccccc1S2=O (configuration not stated)	·	-4
Cc1ccc(S(=O)(=O)Nc2cccnc2)cc1	-10	·

These rows are one share of the data; count on the stated rates, not on these rows.
